Source: PubChem BioAssay
D1 antagonist: Antagonist of Human D 1 Dopamine Receptor: qHTS. D(1A) dopamine receptor (Homo sapiens), P21728. HEK293 TREx D1 cells, calcium flux, dopamine EC80; hits give low values. activity change, negative = inhibition, % at 10 µM. actives 3.2% (n = 360,000). AID 504652, 2011; in the data active = activity change below about -30%; note: % is set by controls: 0 for no effect and ±100 for the full control effect
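Tetracycline-induced HEK293 Trex D1 cells, force-coupled to calcium, dye-loaded; compounds added and read 180 s, then EC80 dopamine added and calcium flux tracked kinetically another 180 s.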
D2 potentiator: HTS Assay for Positive Allosteric Modulators of the Human D2 Dopamine Receptor: Primary Screen for Potentiators | D(2) dopamine receptor (Homo sapiens), P14416 | HEK293 T-REx D2, calcium flux, EC20 dopamine potentiation | potentiation, % at 10 µM | actives 0.34% (n = 340,000) | AID 485347, 2010;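 active = potentiation over 3 SD above the plate norm, cut at about 30% in these data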; note: 0% is about no effect
Target sequence (P14416 whole entry, looked up): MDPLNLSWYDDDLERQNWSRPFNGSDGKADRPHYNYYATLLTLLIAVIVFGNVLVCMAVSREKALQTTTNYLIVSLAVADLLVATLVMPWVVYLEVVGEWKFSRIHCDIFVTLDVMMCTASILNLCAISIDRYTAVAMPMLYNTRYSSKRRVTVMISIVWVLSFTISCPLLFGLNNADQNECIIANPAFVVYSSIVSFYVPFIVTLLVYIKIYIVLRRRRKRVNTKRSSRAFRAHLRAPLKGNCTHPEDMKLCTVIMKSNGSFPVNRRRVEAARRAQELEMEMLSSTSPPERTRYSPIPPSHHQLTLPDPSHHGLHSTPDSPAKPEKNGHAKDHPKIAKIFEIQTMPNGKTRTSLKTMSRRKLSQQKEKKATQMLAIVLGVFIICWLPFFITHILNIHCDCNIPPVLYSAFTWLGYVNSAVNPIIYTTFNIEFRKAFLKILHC
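Potentiation of an EC20 dopamine calcium response measured kinetically over 180 s, after a preceding 180 s compound-only read flagging agonists. Cells: inducible Hek293 Trex D2 line, 4000/well, cultured overnight at 30 C before dye loading.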
D1 agonist: Allosteric Agonists of the Human D1 Dopamine Receptor: qHTS; actives 1% (n = 360,000); activation, % at 2 µM; HEK293 T-REx D1 cells, calcium flux, agonist mode; D(1A) dopamine receptor (Homo sapiens), P21728; in the data active = activation above about 30%; note: 0% is about no effect
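Tetracycline-induced HEK293 TREx D1 cells, force-coupled to calcium signalling, were dye-loaded with a no-wash calcium kit. Compound was pin-added after a 10 s baseline. Fluorescence was read kinetically at 1 cycle/s for 180 s, with calcium rises flagged as agonism.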
Vif-A3G inh: qHTS for Inhibitors of Vif-A3G Interactions: qHTS. DNA dC->dU-editing enzyme APOBEC-3G (Homo sapiens), Q9HC16. HeLa A3G-eYFP + Vif (tagged APOBEC3G with the HIV-1 protein that degrades it), YFP fluorescence, overnight. Potency, µM (titrated, usually from 46.1 µM), inactives show at the highest dose activity, negative = active, hits mostly inhibitors. actives 0.076% (n = 410,000). AID 602310, 2012;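 note: potency is the fitted concentration of half-maximal effect; % is set by controls: 0 for no effect and ±100 for the full control effect; nearly all actives have a fitted effect of over 60% in size; hits raise eYFP signal because A3G escapes Vif-driven loss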
Target sequence (Q9HC16 whole entry, looked up): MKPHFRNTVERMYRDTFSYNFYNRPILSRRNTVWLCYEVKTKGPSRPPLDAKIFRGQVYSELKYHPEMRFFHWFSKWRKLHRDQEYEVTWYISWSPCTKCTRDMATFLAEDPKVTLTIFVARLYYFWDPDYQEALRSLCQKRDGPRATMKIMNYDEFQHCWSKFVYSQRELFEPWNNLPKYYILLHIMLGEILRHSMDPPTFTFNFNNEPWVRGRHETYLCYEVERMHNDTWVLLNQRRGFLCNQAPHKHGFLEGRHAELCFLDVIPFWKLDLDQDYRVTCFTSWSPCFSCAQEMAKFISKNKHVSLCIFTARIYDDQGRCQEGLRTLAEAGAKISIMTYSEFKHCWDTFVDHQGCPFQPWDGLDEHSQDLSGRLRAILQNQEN
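Read-out is eYFP fluorescence (Ex 488/Em 500-530) from Vif-expressing HeLa A3G-eYFP cells; more signal means A3G escaped Vif-mediated degradation. Cells plated overnight, compound pinned in, incubated overnight at 37 deg C.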
Vif-A3F inh: qHTS for Inhibitors of Vif-A3F Interactions: qHTS | actives 0.2% (n = 390,000) | HeLa A3F-eYFP + Vif (tagged APOBEC3F with the HIV-1 protein that degrades it), YFP fluorescence increase | Potency, µM (series often up to 46.1 µM), for inactives: at the highest dose activity, negative = active; note: potency is the fitted concentration of half-maximal effect; % of control where 0% means no effect; nearly all actives have a fitted effect of over 65% in size
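Fluorescence increase (Ex 488/Em 500-530) after overnight compound treatment at 37 deg C flags inhibition of Vif-driven A3F-eYFP loss in stable HeLa A3F-eYFP/Vif cells seeded overnight beforehand.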
RXFP1 agonist: qHTS Assay for Agonists of the Relaxin Receptor RXFP1; Relaxin receptor 1 (Homo sapiens), Q9HBX9; HEK293T-RXFP1 cAMP TR-FRET, 30 min; response scale: percent of porcine relaxin response, buffer zero; Potency, µM (highest dose often 57.5 µM), for inactives: at the top dose activation, actives largely listed as activators; actives 0.3% (n = 370,000); note: potency is the fitted concentration of half-maximal effect; % is set by controls: 0 for no effect and ±100 for the full control effect; nearly all actives have a fitted effect of over 60% in size; many of its hits are not listed in these tables
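cAMP rise read by TR-FRET after 30 min, 37C compound exposure (up to 58 uM) in RXFP1-transfected HEK293 cells with Ro 20174 present. EC50 from Hill-equation fits, with 29 nM porcine relaxin as 100% and buffer as basal.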
LDHA inh: qHTS assay for inhibitors of human lactate dehydrogenase; L-lactate dehydrogenase A chain (Homo sapiens), P00338; actives 0.15% (n = 480,000); activity change, % (values are at about 110 or 230 µM); purified LDHA, NADH/diaphorase-resazurin fluorescence; hits give low values; in the data active = activity change below about -30%; inconclusive = mostly about -25% to -30%;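 note: plate controls were DMSO wells for no effect and wells without enzyme for full effect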
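Remaining NADH was detected by diaphorase (0.133 mg/mL) converting 37 µM resazurin to fluorescent resorufin, read at 0 and 20 minutes. The preceding 5-minute room-temperature reaction used 2 nM LDHA, 0.2 mM sodium pyruvate and 0.06 mM NADH at pH 7.4.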
GRP78 ERSR act: qHTS for Inducers of the Endoplasmic Reticulum Stress Response (ERSR) in Human Glioma: qHTS; U87-MG GRP78 promoter luciferase reporter, 16 h; Potency, µM, without a hit: at the highest dose activation, hits mostly activators; actives 0.02% (n = 420,000); AID 602332, 2012; note: potency is the fitted concentration of half-maximal effect; series mostly up to about 76 µM; % of control where 0% means no effect; nearly all actives have a fitted effect of over 35% in size
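Stably transfected U87-MG glioma cells carrying a GRP78-based luciferase sensor; 16 h compound incubation. Luminescence end-point read 10 min after Bright-Glo addition at room temperature.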
D1 PAM: Potentiators of Human D1 Dopamine Receptor: qHTS. D(1A) dopamine receptor (Homo sapiens), P21728. HEK293 TREx D1 cells, calcium flux, dopamine EC20 potentiation. potentiation, % at 10 µM. actives 0.036% (n = 360,000). AID 504651, 2011; in the data active = potentiation above about 30%; note: 0% is about no effect
* hit, by the source's call; ? = inconclusive; / = no result given; & = joins results of further samples. Unless noted, calls come from the whole dose curve; as a rule, active = well fitted curve in the direction sought with a large enough effect; inconclusive = small, poorly fitted or top-dose-only effect, or another doubt; inactive = no such curve, though single readings can be large; an effect the other way counts as inactive or inconclusive. Only part of the results is shown. The share of hits here may be higher or lower than overall.

SMILES	D1 antagonist	D2 potentiator	D1 agonist	Vif-A3G inh	Vif-A3F inh	RXFP1 agonist	LDHA inh	GRP78 ERSR act	D1 PAM
CN(CCCN1CCOCC1)C(=O)c1ccc2nc(Cc3cccc(Cl)c3)oc2c1	0	16	2	-4%	5%	-1.8%	-1	-2%	-4
Cc1ccc(OCCCC(=O)NC(C)c2ccccc2)c(C)c1 (stereo not drawn)	/	-5	-1	1%	9%	0.5%	-2	-2%	1
COC(=O)c1cc(S(=O)(=O)N2CCCCCC2)c[nH]1	8	-4	0	1%	5%	-0.6%	-8	-1%	-6
CCCC[N+](CC#CCO)(CC#Cc1ccccc1)CCCC	-1	-9	2	1%	0%	-1.1%	8&-1	-5%	-4
CCOC(=O)C(C)n1ncn2cccc2c1=O (stereo not drawn)	-11	2	3	-4%	-11%	-0.6%	-9	1%	0
N#Cc1c(C(F)(F)F)cc(-c2cccs2)nc1SCc1ccccc1F	6	9	8	6%	-16%	6.6%	3	-3%	-2
O=C(N=Nc1c(O)[nH]c2ccc(Br)cc12)c1cc(-c2cccs2)nc2ccccc12	-2	1	1	-6%	?	7.7%	-4	-4%	2
CC(C)CNC(=O)c1nn(Cc2ccccc2)c(=O)c2ccccc12	3	-1	3	3%	-14%	0.5%	5&0	0%	-8
CC1CCCCC1NC(=S)NC(=O)c1sc2ccccc2c1Cl (stereo not drawn)	2	2	2	1%	9%	14%	-7	1%	11
Cc1ccc(C(=O)COC(=O)CN2C(=O)C3C4C=CC(C4)C3C2=O)cc1C (stereo not drawn)	-11	8	4	-5%	3%	-0.9%	-4	3%	8
O=C(NNC(=O)c1cccc2ccccc12)c1ccc(-c2ccccc2)cc1	-14	-3	3	-3%	0%	-0.4%	0	-6%	6
CC(=O)c1ccc(NC(=O)C2CCCN(C(=O)c3ccc(Cl)cc3)C2)cc1 (stereo not drawn)	-10	-4	17	0%	-10%	1.6%	-1	3%	-10
C/C(=N/NC(=O)NC12CC3CC(CC(C3)C1)C2)c1ccccc1	8	9	0	2%	-11%	-3.8%	-6	0%	11
COc1cccc(OC)c1C(=O)NC(=S)NCc1ccccc1	2	1	2	-1%	-22%	2.7%	-2	-2%	-3
CC(Sc1nccn1C)C(=O)Nc1ccccc1C#N (stereo not drawn)	-10	-6	-1	-1%	7%	-0.9%	-4	-4%	-1
Oc1ccc(N2CCN(CC(O)c3ccccc3)CC2)cc1 (stereo not drawn)	0	-1	5	0%	-7%	-2.3%	40	-1%	-7
O=C(Nc1nc(-c2ccccn2)cs1)C1CC(=O)N(c2ccc3c(c2)OCCO3)C1 (stereo not drawn)	8	-2	1	-6%	?	3.6%	6	-5%	0
Cc1ccc(OCCn2c(=O)oc3ccc(C)cc32)cc1	10	9	0	-13%	-28%	-0.4%	-3	6%	-7
CCS(=O)(=O)N1CCCC(C(=O)NCCc2ccccc2)C1 (stereo not drawn)	6	-9	3	0%	-3%	0.4%	1	-1%	-1
O=C(NCc1cccc(F)c1)C1CCN(S(=O)(=O)Cc2ccccc2)CC1	-4	-19	3	-1%	6%	1.0%	0	-2%	2
Cc1cc(=O)[nH]c2c(N=Nc3ccc(O)cc3)c(N)nn12	2	15	3	-3%	-15%	0.5%	-8	-2%	7
O=C(COC(=O)c1n[nH]c2ccccc12)NC(=O)NCc1ccco1	6	7	8	-1%	3%	1.3%	-6	1%	1
NC(=O)CSc1nnc(Cc2csc(Nc3ccc(F)cc3)n2)n1Cc1ccccc1	-13	1	0	0%	/	0.4%	-2	-6%	-9
O=C1Cc2ccccc2C(=O)N1CCc1ccccc1	-1	7	3	3%	-1%	0.4%	-7	2%	-3
CSc1nnc2n(-c3cccc(C)c3)c(=O)c3c4c(sc3n12)CCCC4	-3	4	-1	2%	4%	2.0%	-5	-3%	2

Next section; it opens with the three that closed the last part.
SMILES	D1 antagonist	D2 potentiator	D1 agonist	Vif-A3G inh	Vif-A3F inh	RXFP1 agonist	LDHA inh	GRP78 ERSR act	D1 PAM
NC(=O)CSc1nnc(Cc2csc(Nc3ccc(F)cc3)n2)n1Cc1ccccc1	-13	1	0	0%	/	0.4%	-2	-6%	-9
O=C1Cc2ccccc2C(=O)N1CCc1ccccc1	-1	7	3	3%	-1%	0.4%	-7	2%	-3
CSc1nnc2n(-c3cccc(C)c3)c(=O)c3c4c(sc3n12)CCCC4	-3	4	-1	2%	4%	2.0%	-5	-3%	2
CC(=O)NS(=O)(=O)c1ccc(NC(=S)NC(=O)CC(C)C)cc1	-11	11	1	-4%	0%	-2.9%	-6	-3%	-3
CC1=CCC2C(=O)N(c3ccc(N4CCOCC4)cc3)C(=O)C2C1 (stereo not drawn)	-2	-5	2	0%	-11%	6.8%	-1	-3%	-7
CC(C)=CC(=O)O[C@H]1[C@@H]2[C@H](C)C(=O)O[C@@H]2C[C@@H](C)[C@@H]2[C@@H](O)CC(=O)[C@]21C	30	-4	5	-1%	2%	0.0%	-4	-5%	-3
O/N=C/c1ccc2ccccc2c1	3	8	1	-3%	1%	-0.8%	-12	-2%	0
CCc1ccccc1NC(=O)Cn1nc(C(F)(F)F)cc1C1CC1	8	/	3	1%	-6%	1.9%	-10	-1%	-6
COc1ccc(CC2(CO)CCN(S(=O)(=O)c3c(C)nn(C)c3C)CC2)cc1	-1	-8	4	-2%	6%	0.5%	0	-3%	-8
Cc1c(C(=O)c2ccccc2)c2ccccn2c1CCc1ccccn1	0	10	1	-13%	3%	-1.3%	1	-4%	4
CCCNC(=O)C(=O)NCC(c1ccc2c(c1)OCO2)N1CCN(c2ccc(F)cc2)CC1 (stereo not drawn)	17	-2	3	2%	9%	0.7%	-2	-2%	3
CN(C)CCCOC(=O)c1ccccc1	-5	8	5	1%	1%	-0.5%	3	-4%	-1
O=C(COC(=O)c1ccc([N+](=O)[O-])s1)Nc1ccc(Cl)cn1	-11	-2	0	2%	-4%	2.9%	2	-4%	-3
Cc1cc(C(=O)OCC(=O)NC2CCS(=O)(=O)C2)c(C)n1-c1ccccc1 (stereo not drawn)	-11	0	15	-4%	7%	-0.3%	0	-3%	-4
Cc1ccc(Cl)cc1N1CCN(C(=O)c2cc3c(=O)oc4ccccc4c3s2)CC1	6	15	0	5%	-1%	-0.2%	0	-4%	1
Clc1ccc2[nH]c(-c3ccccc3)cc2c1	12	4	3	?	-11%	-0.1%	-5	?	-2
COc1cc(NC(=O)c2ccco2)ccc1NC(=O)C(C)C	7	-30	0	3%	-2%	-1.0%	-2	-5%	-2
C=CC1C(N2CCOCC2)C(C)(C)S1(=O)=O (stereo not drawn)	-9	-5	3	-6%	-5%	0.4%	-7	-2%	-7
CCOC(=O)c1c(NC(=O)c2ccc(S(=O)(=O)N(C)C)cc2)sc2c1CCN(C)C2	/	1	-2	?	?	5.8%	-5	-6%	-2
Cc1cc(C)cc(NC(=O)c2ccccc2NC(=O)CCC(=O)O)c1	-1	13	4	3%	0%	1.5%	-3	-3%	0
Cc1ccccc1-c1nc(SCC(=O)N(C)c2ccccc2)c2c(=O)n(C)c(=O)n(C)c2n1	8	-12	3	-3%	0%	7.0%	2	-1%	5
COc1ccc(/C=C/C(=O)NC(=S)Nc2ccc(C(=O)O)cc2)cc1	4	0	2	0%	2%	-1.3%	-8	-3%	-5
O=S(=O)(/N=C(/Nc1ccccn1)c1ccc(Cl)cc1)c1ccc(Cl)cc1	8	9	1	0%	3%	4.1%	-5	2%	1
C(=NN=Cc1c[nH]c2ccccc12)c1c[nH]c2ccccc12	/	/	/	-3%	0%	/	-10	5%	/
O=C(NCc1ccco1)c1ccc([N+](=O)[O-])o1	-1	4	5	?	-6%	0.1%	-3	?	6
O=C(c1ccc(Cl)cc1)c1c[nH]cc1-c1ccccc1	-19	/	-1	1%	-4%	-1.0%	2	-1%	-5
C#Cc1cccc(C(=O)N2CCCC(CCC(=O)NCc3ccccc3F)C2)c1 (stereo not drawn)	/	/	/	-6%	5%	/	-4	3%	/
CCC(=O)Nc1cccc(Oc2nc(C)cc(C)c2C#N)c1	-14	-5	1	0%	-4%	0.4%	-5	-2%	-4
SMILES	D1 antagonist	D2 potentiator	D1 agonist	Vif-A3G inh	Vif-A3F inh	RXFP1 agonist	LDHA inh	GRP78 ERSR act	D1 PAM
CCNc1nc(Oc2ccc(=O)n(-c3ccccc3)n2)nc(N2CCOCC2)n1	-2	23	3	1%	-2%	0.0%	-2	1%	-2
CCCCNc1nc2c(c(=O)n(Cc3ccccc3)c(=O)n2C)n1C	2&8	14&6	0&1	0%&0%	3%&-2%	1.4%&3.4%	-7&-13	-3%&-3%	2&2
O=C(Cc1ccc(Cl)cc1)OCC(=O)c1ccc[nH]1	1	-14	0	-3%	-1%	-0.1%	-9	0%	-5
CCOC(=O)Cc1csc(NC(=O)c2ccc(F)cc2)n1	-20	4	8	4%	-9%	-0.5%	-3	11%	-6
C1CCN(c2nc(N3CCCCC3)nc(N3CCNCC3)n2)CC1	16	3	3	-4%	-20%	6.2%	-2	-1%	6
COc1ccccc1C1=NOC(Cn2c(NCC3CCCO3)nc3c2c(=O)n(C)c(=O)n3C)C1 (stereo not drawn)	19	-2	1	-2%	-8%	11%	-5	-3%	-3
O=C(/C=C/c1ccccc1[N+](=O)[O-])NCc1ccc(Cl)cc1	0	-16	3	0%	-8%	2.2%	1	-3%	-3
